Screening data: PubChem BioAssay, several laboratories
GPR55 activation = GPR55 agonists via beta-arrestin recruitment, primary screen, imaging, U2OS cells, beta-arrestin-GFP redistribution (AID 1961); U2OS GPR55 beta-arrestin-GFP redistribution imaging; higher % means a stronger effect; activation, % at 10 µM; hits with a dose series show EC50 in µM; 290,000 tested, 0.048% active;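 active = activation above 40% with more than 50 cells counted in the well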;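 also: U2OS osteosarcoma cells stably expressing GPR55 and beta-arrestin-GFP; plate controls were DMSO negative control for no effect and LPI positive control for full effect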
GPR55 antagonists = inhibition of LPI-stimulated GPR55 beta-arrestin translocation – imaging, U2OS, beta-arrestin-GFP, LPI agonist, primary screen (AID 2013); U2OS GPR55 beta-arrestin-GFP translocation imaging, LPI antagonism; higher % means a stronger effect; 290,000 tested, 0.13% active; inhibition, % at 10 µM; hits with a dose series show IC50 in µM;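 active = spots per cell inhibited over 60%, with over 100 cells counted and total cytoplasm intensity under 500,000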;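 also: U2OS cells stably carrying GPR55 and arrestin-GFP stimulated by 5 µM LPI near EC80; imaged beta-arrestin-GFP aggregate spots per cell after agonist stimulation; plate controls were LPI-stimulated DMSO wells for no effect and DMSO wells without LPI for full effect; some results filed as inactive read as strong as hits; confirmed hits need IC50 under 10 µM and bright autofluorescent wells are also inconclusive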
SIAH1 antagonists = blockers of Siah-1 interaction with plectin peptide – biochemical, fluorescence polarization, rhodamine-plectin, uHTS, primary screen (AID 1817) | Siah-1 / rhodamine-plectin peptide fluorescence polarization; higher % means a stronger effect | one-dose displacement, % at 20 µM; IC50 in µM for titrated hits | 290,000 tested, 0.02% active;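 active = displacement of at least 50% at 20 µM, with a fluorescence ratio check between 0.3 and a set limit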;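 also: plate controls were Siah plus tracer with DMSO for no effect and tracer alone without Siah for full effect; strong numbers were not always called active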
AID2073 = inhibitors of Mint1-CaV2.2 protein interaction, biochemical, HTRF (AID 2073); HTRF protein-protein interaction, Mint1-CaV2.2; higher % means a stronger effect; one-dose inhibition, % at 20 µM; IC50 in µM for titrated hits; 290,000 tested, 0.19% active; in the data active = inhibition mostly above about 51%, no sharp cut-off; also: some results filed as inactive read as strong as hits
HIV fusion peptide = inhibitors of HIV fusion peptide binding, primary screen, biochemical, uHTS, fluorescence dequenching (AID 1986); cell-free peptide binding, fluorescence dequenching, 30 min; higher % means a stronger effect; one-dose inhibition, % at 20 µM; IC50 in µM for titrated hits; 290,000 tested, 0.3% active; in the data active = inhibition mostly above about 52%, no sharp cut-off; inactive = mostly below about 76%; also: some results filed as inactive read as strong as hits
K1F lysis inhibition = protection from phage-mediated lysis, alamar blue read-out – E. coli UTI89, K1F phage, bacterial capsule biogenesis inhibitors (AID 488966); E. coli UTI89 K1F phage lysis, alamar blue, 2 h; higher % means a stronger effect; inhibition, % at 100 µM; hits with a dose series show IC50 in µM; 340,000 tested, 0.02% active;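 active = phage lysis inhibition, versus mean bacterial control, above a set limit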;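 also: capsule biogenesis inhibitors block K1F phage lysis so surviving cells raise fluorescence; higher fluorescence means more inhibition of phage lysis; actives were called in the ten point dose series up to 300 µM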
NTR1 agonist = agonists of NTR1, primary screen, imaging, U2OS cells, beta-arrestin-GFP, high content (AID 493036). NTR1-U2OS beta-arrestin-GFP spot imaging, agonist mode. activation, % at 20 µM. 330,000 tested, 0.17% active;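 active = activation at or above 40% of the spot to cytoplasm intensity ratio, with at least 20 cells analyzed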;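 also: 0% = DMSO without peptide and 100% = 100 nM NTR1 peptide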
Target sequence (P30989 whole entry, looked up): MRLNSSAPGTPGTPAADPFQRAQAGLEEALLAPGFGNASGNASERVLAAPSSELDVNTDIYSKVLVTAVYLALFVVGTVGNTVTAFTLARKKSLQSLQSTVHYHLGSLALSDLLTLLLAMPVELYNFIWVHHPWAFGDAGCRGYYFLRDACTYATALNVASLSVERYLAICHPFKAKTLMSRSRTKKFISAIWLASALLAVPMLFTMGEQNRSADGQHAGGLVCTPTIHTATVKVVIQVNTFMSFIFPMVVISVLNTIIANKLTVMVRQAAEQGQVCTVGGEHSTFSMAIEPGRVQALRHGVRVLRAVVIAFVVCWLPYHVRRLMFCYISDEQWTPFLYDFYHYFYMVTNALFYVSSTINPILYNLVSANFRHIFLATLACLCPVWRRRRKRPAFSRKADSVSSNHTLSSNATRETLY
GPR35 antagonists = inhibition of zaprinast-stimulated GPR35 beta-arrestin translocation – imaging, U2OS, beta-arrestin-GFP, zaprinast agonist, primary screen (AID 2058); inhibition, % at 10 µM; hits with a dose series show IC50 in µM; U2OS GPR35 beta-arrestin-GFP translocation imaging, zaprinast antagonism; higher % means a stronger effect; 290,000 tested, 0.052% active;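 active = inhibition of at least 50% with at least 30 cells and total cytoplasm GFP at most 10,000,000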
Dengue-2 NS5 capping = flavivirus cap methylation enzyme inhibition – biochemical, confirmation dose response, primary screen (AID 588689); Dengue-2 NS5 methyltransferase capping enzyme assay, biochemical; higher % means a stronger effect; one-dose inhibition, % at 25 µM; IC50 in µM for titrated hits; 340,000 tested, 0.3% active; in the data active = a potency from the dose series
NTR1 agonist cell count 20 µM = further read-out of NTR1 agonist, marked with its call; cell count; measured here: cell count, cytotoxicity flag
Dengue-2 NS5 capping pilot replicate = second read-out of Dengue-2 NS5 capping, no call of its own (marks repeat the call); inhibition, %; measured here: pilot screen replicate inhibition
Numbers without * were called inactive; / = not tested or not shown; [ ] = another dose, or the depositor's remark.

SMILES | GPR55 activation | GPR55 antagonists | SIAH1 antagonists | AID2073 | HIV fusion peptide | K1F lysis inhibition | NTR1 agonist | NTR1 agonist cell count 20 µM | GPR35 antagonists | Dengue-2 NS5 capping | others
Cn1c(=O)c2c(nc(NCCCN3CCOCC3)n2Cc2cccc(Cl)c2)n(C)c1=O | 0.3% | 2% | 0% | 6% | -1.0% | 0.1% | 0.9 | 87 | -18% | -13% | Dengue-2 NS5 capping pilot replicate=3.3
C/C(=N\NC(=O)C1CC1)c1ccc(Cl)cc1 | -0.5% | 9% | 1% | -5% | -0.4% | 0.2% | -1.2 | 69 | -14% | 3%
CCn1nnc2sc3c(c2c1=O)CCC(C)C3 (configuration not stated) | -0.1% | -14% | -7% | 1% | -0.3% | 6.5% | 1.2 | 56 | 8% | -6%
Cc1ccc(CSc2nc(-c3ccccc3)c(C#N)c(=O)[nH]2)cc1 | 0.0% | 1% | 0% | 6% | 73% | 1.4% | 0.5 | 90 | -12% | 14%
CC(=O)c1ccc(-n2ccc(=O)cc2)cc1 | -0.1% | 6% | -3% | 7% | 1.4% | 0.7% | -1.3 | 84 | -4% | -1%
CCOC(=O)NC1(NCc2ccccc2)Oc2ccccc2O1 | 0.1% | -5% | 4% | -54% | 5.1% | 4.4% | -0.5 | 38 | -4% | 1%
O=C1C2CC=CCC2C(=O)N1c1n[nH]c(-c2ccccc2)n1 (configuration not stated) | 0.3% | 7% | 2% | -11% | 6.9% | 0.9% | 1.2 | 37 | 2% | -1%
Cc1ccc(S(=O)(=O)/N=C(/Nc2ccc3[nH]c(=O)[nH]c3c2)c2ccccc2)cc1 | -0.2% | -3% | -3% | 4% | 0.1% | 0.3% | -2.0 | 68 | 2% | 1%
CC1CCN(CCCNC(=O)c2n[nH]c(=O)c3ccccc23)CC1 | -0.1% | 13% | -4% | 8% | 3.0% | 0.8% | -2.5 | 86 | 4% | 9%
CCCCCC(=O)Nc1c(-c2ccc(OC)cc2)c(=O)c2ccccc2n1C | 0.0% | -6% | 6% | 9% | -0.2% | 1.6% | -0.4 | 61 | -5% | 5%
CCSc1ncnc2sc3c(c12)CCC3 | 0.5% | -3% | 5% | 20% | -0.5% | 8.5% | 2.5 | 49 | 1% | -6%
CCNc1nc(Cl)nc(N(NC(C)=O)C(C)C)n1 | -0.1% | 11% | 15% | 11% | -0.9% | 0.8% | 1.4 | 40 | -1% | -3%
Cn1c(=O)n(C)c2cc([N+](=O)[O-])c(N3CCN(C(=O)c4cccc(F)c4)CC3)cc21 | 0.5% | 4% | -2% | -9% | -0.8% | 2.0% | 1.5 | 61 | -3% | 1%
O=C(NCc1ccccc1)c1ccc2c(c1)C(=O)N(CC1CCCO1)C2=O (configuration not stated) | -0.1% | 4% | -3% | 0% | -1.4% | 0.9% | -3.9 | 101 | -12% | -5% | Dengue-2 NS5 capping pilot replicate=-2.3
Cn1c(C(=O)OC(C(=O)NC2CCCCC2)c2ccncc2)cc2sccc21 (configuration not stated) | -0.4% | 7% | -2% | -8% | -0.3% | 0.2%[50 µM] | 0.9 | 43 | 16% | 2%
CC(C)N(Cc1nc(-c2ccc(Cl)cc2)no1)C(=O)/C=C/c1ccccc1 | 0.0% | 11% | 1% | 7% | -1.3% | 0.1% | 0.4 | 50 | 11% | -9%
CS(=O)(=O)Nc1nnc(C2CCCC2)s1 | 0.5% | -4% | 1% | -6% | 0.4% | -1.1% | -1.0 | 92 | 26% | 0%
Cc1nnc(SCc2ccccc2)n1CC1CCCO1 (configuration not stated) | -0.1% | -1% | 1% | 0% | -0.1% | 0.2% | -3.1 | 99 | 5% | -4%
O=C(Cn1c(=O)oc2cc(S(=O)(=O)N3CCCC3)ccc21)N1CCN(c2ccccc2F)CC1 | -0.1% | 3% | 1% | 7% | 4.9% | 0.1% | 1.3 | 65 | -6% | 1%
O=C(CCCCCn1c(=S)[nH]c2ccsc2c1=O)NC1CCCCC1 | 0.6% | 10% | -3% | -30% | -0.5% | -0.5% | 2.5 | 59 | 0% | 4%
O=C(Nc1ccccc1)Nc1ccc(C(F)(F)F)cn1 | 0.0% | 10% | 16% | 0% | -1.4% | 0.5% | -0.6 | 43 | -4% | -6%
Cc1ccc(S(=O)(=O)Nc2ccc(NC(=O)c3ccc(F)cc3)cc2)cc1 | 0.6% | 4% | 0% | 47% | 0.5% | 1.4% | 1.4 | 37 | 4% | 0%
Cc1c(NC(=O)CSc2nnnn2-c2ccc(F)cc2)c(=O)n(-c2ccccc2)n1C | 0.6% | 12% | -6% | -4% | -1.1% | 0.1% | -1.1 | 75 | 20% | -3%
O=C(NC1CC1)C1CC(=O)N(c2ccccc2)C1 (configuration not stated) | 0.0% | -11% | -2% | -9% | 1.1% | 0.2% | -1.5 | 31 | 8% | -6%
COc1ccc(CCn2c(-c3ccco3)nc3nc4ccccc4nc32)cc1 | 0.2% | -10% | -4% | 2% | 20% | 4.5% | -1.9 | 64 | -4% | -1%

Reprinted at random: 6 records from the list
SMILES | GPR55 activation | GPR55 antagonists | SIAH1 antagonists | AID2073 | HIV fusion peptide | K1F lysis inhibition | NTR1 agonist | NTR1 agonist cell count 20 µM | GPR35 antagonists | Dengue-2 NS5 capping | others
CCSc1ncnc2sc3c(c12)CCC3 | 0.5% | -3% | 5% | 20% | -0.5% | 8.5% | 2.5 | 49 | 1% | -6%
Cc1ccc(S(=O)(=O)Nc2ccc(NC(=O)c3ccc(F)cc3)cc2)cc1 | 0.6% | 4% | 0% | 47% | 0.5% | 1.4% | 1.4 | 37 | 4% | 0%
Cc1c(NC(=O)CSc2nnnn2-c2ccc(F)cc2)c(=O)n(-c2ccccc2)n1C | 0.6% | 12% | -6% | -4% | -1.1% | 0.1% | -1.1 | 75 | 20% | -3%
CS(=O)(=O)Nc1nnc(C2CCCC2)s1 | 0.5% | -4% | 1% | -6% | 0.4% | -1.1% | -1.0 | 92 | 26% | 0%
CC(C)N(Cc1nc(-c2ccc(Cl)cc2)no1)C(=O)/C=C/c1ccccc1 | 0.0% | 11% | 1% | 7% | -1.3% | 0.1% | 0.4 | 50 | 11% | -9%
O=C(Nc1ccccc1)Nc1ccc(C(F)(F)F)cn1 | 0.0% | 10% | 16% | 0% | -1.4% | 0.5% | -0.6 | 43 | -4% | -6%

Additional structures.
SMILES | GPR55 activation | GPR55 antagonists | SIAH1 antagonists | AID2073 | HIV fusion peptide | K1F lysis inhibition | NTR1 agonist | NTR1 agonist cell count 20 µM | GPR35 antagonists | Dengue-2 NS5 capping | others
COc1ccccc1/C=C/C(=O)OCC(=O)Nc1cc(C(F)(F)F)ccc1N1CCOCC1 | 1.3% | -19% | 4% | 6% | 0.3% | 0.3% | / | / | 19% | 1%
COC(=O)C1=CNC=C(C(=O)OC)C1c1ccccc1Cl | -0.1% | 13% | 0% | 34% | 0.2% | 3.1% | -1.2 | 95 | 5% | -11%
O=[N+]([O-])c1ccc(OCCN2CCCCCC2)cc1 | -0.1% | 5% | -1% | 1% | 1.0% | -0.2% | 0.7 | 88 | -6% | -1%
Cc1ccc(-n2cccc2/C=C2/NC(=O)N(CC(=O)Nc3cccc(C)c3)C2=O)cc1 | 1.0% | 12% | 9% | 13% | 5.5% | 1.1%[50 µM] | 0.9 | 72 | -10% | 1%
NC(=O)c1c(N)sc2c1CCCC2 | 1.3% | -26% | -1% | -20% | -1.1% | 0.4% | -1.8 | 93 | 3% | 2%
CC1CC1c1ccc(/C=C(\C#N)C(=O)Nc2ccc(Cl)cc2Cl)o1 (configuration not stated) | 0.1% | 5% | -2% | 8% | 16% | 1.8% | 6.5 | 44 | 2% | -12%
O=S(=O)(Cc1ccccc1)Nn1cnnc1 | -0.2% | -11% | -6% | 7% | -1.6% | -1.1% | -0.8 | 87 | -8% | 1%
O=C(C1CCCO1)N1CCN(C(=S)Nc2ccccc2C(F)(F)F)CC1 (configuration not stated) | 0.3% | 10% | 10% | -34% | 2.3% | 1.4%[50 µM] | 6.4 | 37 | 0% | -5%
COCCCNC(=O)CN(c1ccc(Cl)c(Cl)c1)S(C)(=O)=O | -0.1% | 23% | 0% | -3% | 1.3% | -0.1% | 0.3 | 36 | 4% | -3%
CN(Cc1ccccc1)C(=O)Cc1ccccc1 | 0.1% | -2% | 0% | 24% | -1.2% | 0.1% | -0.4 | 56 | -3% | -8%
O=C(Nc1cccc(Cl)c1)Nc1c[nH]c(=O)[nH]c1=O | -0.1% | 0% | -5% | 2% | -0.2% | 0.1% | -1.0 | 51 | 4% | -7%
COc1cccc(C(=O)Nc2c3c(nn2-c2ccccc2C)CS(=O)C3)c1OC (configuration not stated) | -0.1% | 8% | -1% | -5% | 1.1% | 0.7% | 0.6 | 73 | -9% | -1%
CCOc1ccc(/C=C2\SC(N3CCc4ccccc4C3)=NC2=O)cc1 | -0.3% | -16% | -2% | 9% | -4.2% | 1.8% | 22 | 62 | -7% | -10%
COc1ccccc1C(=O)CSc1ccccn1 | -0.2% | 14% | 11% | -11% | -1.0% | -0.5% | -0.8 | 50 | -7% | -4%
Cc1cc(C=NCCCO)c(C)n1-c1cc(Cl)ccc1Cl | 0.4% | 2% | 11% | 11% | -2.0% | -0.1% | / | / | -4% | -9%
Cc1noc(NS(=O)(=O)c2ccc(NC(=O)c3ccc(OC(C)C)cc3)cc2)c1C | -0.1% | 13% | -6% | -4% | 6.1% | 2.1% | 0.7 | 69 | 9% | 7%
COc1ccccc1NC(=O)COC(=O)/C=C/c1ccc2c(c1)OCO2 | -0.5% | -4% | 0% | 30% | -1.4% | 0.0% | 2.0 | 61 | 5% | 6%
COc1ccccc1NC(=O)Cn1nc(Cc2cccnc2)c2ccccc2c1=O | -0.1% | 15% | 0% | 8% | 1.8% | 0.1% | 3.0 | 68 | -4% | -1%
Fc1ccc(CNCc2cccc(Br)c2)cc1 | -0.1% | 5% | 24% | 1% | 11% | 7.2% | -1.6 | 63 | 6% | -4%
Cc1cc(N2CCCC2=O)ccc1S(=O)(=O)NCCOc1ccccc1 | -0.1% | -14% | 30% | 54% | -0.3% | / | -0.4 | 39 | 8% | /
O=C(NCc1cccnc1)C1CCC(CNS(=O)(=O)c2cccc3nsnc23)CC1 (configuration not stated) | -0.1% | 11% | 1% | -7% | -0.4% | -0.1% | 1.9 | 52 | -5% | -8%
CCOC(=O)N/N=C/c1c(C)c(C(=O)c2ccc(F)cc2)n2ccccc12 | 0.0% | 7% | -4% | 8% | -2.0% | 0.1% | 3.1 | 58 | -2% | -1%
COc1ccc(OC)c(-c2csc(NC(=O)CSc3ccccc3)n2)c1 | 0.0% | 7% | -3% | 5% | 1.2% | -1.3% | 2.8 | 68 | -2% | -2%
